# CRFR2-BP ag: agonists of human CRF-binding protein/CRF-R2 receptor complex; hit rate 0.46% among 350,000; AID 588473; activation, % at 13.2 µM; HEK293 CRF-R2/CRF-BP, calcium dye fluorescence (FLIPR); percent of saturating CRF peptide response;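 active = activation of at least 50%, plus an integration ratio under a set limit after plate pattern correction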;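 also: plate controls were neutral control wells without compound for no effect and CRF at EC100 for full effect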
# IDE inh: inhibitors of human insulin-degrading enzyme in cells; HEK cells, FAbetaB cleavage, fluorescence polarization; inhibition, % at 5.59 µM; hit rate 0.41% among 320,000;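 active = percent inhibition above the average of all tested compounds plus 3 SD, set per screening campaign, cut at about 16% in these data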;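 also: IDE supplied by intact live HEK cells; FP after avidin binding of uncleaved biotin substrate so inhibition keeps polarization high; 0% = DMSO wells and 100% = 60 µM reference IDE inhibitor Ii1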
# CHRM5 antagonist: blocks acetylcholine activation of human M5 receptor. CHO-hM5 cells, Fluo-8 calcium fluorescence, ACh EC80. inhibition, % at 3 µM. P08912. hit rate 0.59% among 360,000;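 active = inhibition above a per-plate cutoff, the mean of that plate's test compounds plus 3 SD, cut at about 27% in these data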;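 also: 0% = acetylcholine EC80 with DMSO and 100% = DMSO without agonist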
# Target sequence (P08912 whole entry, looked up): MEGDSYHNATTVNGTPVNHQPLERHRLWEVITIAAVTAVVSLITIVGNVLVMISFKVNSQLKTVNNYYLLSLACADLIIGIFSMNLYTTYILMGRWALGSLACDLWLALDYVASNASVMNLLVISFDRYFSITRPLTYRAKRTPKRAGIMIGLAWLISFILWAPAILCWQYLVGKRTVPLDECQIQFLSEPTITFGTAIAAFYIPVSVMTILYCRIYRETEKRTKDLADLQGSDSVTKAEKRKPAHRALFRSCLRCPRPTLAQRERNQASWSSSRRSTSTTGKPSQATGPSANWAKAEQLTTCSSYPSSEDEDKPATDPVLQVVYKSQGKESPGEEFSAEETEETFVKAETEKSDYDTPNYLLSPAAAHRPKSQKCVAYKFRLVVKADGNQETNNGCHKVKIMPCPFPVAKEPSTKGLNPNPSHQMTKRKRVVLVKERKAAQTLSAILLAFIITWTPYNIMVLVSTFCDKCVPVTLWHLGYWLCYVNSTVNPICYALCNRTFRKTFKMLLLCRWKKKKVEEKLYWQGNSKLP
# CHRM5 agonist: agonists of human muscarinic M5 receptor (CHRM5). hit rate 0.19% among 360,000. activation, % at 3 µM. P08912. CHO-K1 hM5 cells, Fluo-8 calcium fluorescence; 0% DMSO wells, 100% maximal acetylcholine response. AID 624037;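 active = activation above the run's mean over test compounds plus 3 SD, cut at about 23% in these data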;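 also: signal is peak over basal fluorescence ratio across the kinetic read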
# CHRM4 agonist: agonists of human muscarinic M4 receptor (CHRM4) | CHO-K1 hM4/Gqi5, Fluo-8 calcium fluorescence; vehicle 0%, full acetylcholine response 100% | AID 624127 | P08173 | hit rate 0.14% among 360,000 | activation, % at 3 µM;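 active = activation above the run mean over all test wells plus 3 SD, cut at about 32% in these data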;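 also: peak over basal fluorescence ratio per well then scaled between controls; 0% = DMSO wells and 100% = acetylcholine at EC100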
# Target sequence (P08173 whole entry, looked up): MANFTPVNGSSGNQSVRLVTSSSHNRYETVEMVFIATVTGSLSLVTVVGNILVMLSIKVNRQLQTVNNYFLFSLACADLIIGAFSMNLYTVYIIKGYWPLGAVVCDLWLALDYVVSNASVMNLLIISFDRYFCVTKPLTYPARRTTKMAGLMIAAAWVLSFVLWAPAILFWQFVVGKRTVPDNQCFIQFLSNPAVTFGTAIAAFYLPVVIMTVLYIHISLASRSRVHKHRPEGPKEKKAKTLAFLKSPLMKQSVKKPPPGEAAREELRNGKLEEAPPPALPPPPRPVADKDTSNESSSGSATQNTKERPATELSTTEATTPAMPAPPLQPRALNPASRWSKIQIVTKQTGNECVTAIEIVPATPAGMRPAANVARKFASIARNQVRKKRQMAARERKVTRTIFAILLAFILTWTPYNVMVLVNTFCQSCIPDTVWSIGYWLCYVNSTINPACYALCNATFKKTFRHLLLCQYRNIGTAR
# M4 antag: CHRM4 antagonism in calcium assay | P08173 | CHO-hM4 cells, ACh EC80, Fluo-8 calcium fluorescence | inhibition, % at 3 µM | hit rate 0.73% among 360,000 | AID 624125;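 active = inhibition above its plate's cutoff, the mean inhibition of sample wells plus 3 SD, cut at about 27% in these data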;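 also: 0% = acetylcholine EC80 with DMSO and 100% = DMSO without agonist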
# CRFBP-R2 block: blocks CRF-induced signaling of the CRF-BP/CRF-R2 complex; HEK293 CRF-R2/CRF-BP, CRF-induced calcium fluorescence; inhibition, % at 11.8 µM; hit rate 0.59% among 350,000; AID 588475;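 active = inhibition of the ligand-induced calcium signal above about 50% at the single tested concentration, limit read from the data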
# CHRM5 PAM: CHRM5 positive allosteric modulation. CHO-K1 hM5, Fluo-8 calcium, ACh EC20 PAM; 0% = ACh EC20, 100% = ACh EC100. hit rate 0.3% among 360,000. activation, % at 3 µM. P08912;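 active = activation above the run cutoff, the mean activation of all test compounds plus 3 SD, cut at about 18% in these data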
#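 system = human M5 receptor in CHO-K1 cells | reagent = EC20 acetylcholine as agonist stimulus | compound dosing = single-point, 3 µM nominal | incubation = Fluo-8 loading 80 min at 37 °C plus 30 min room temperature | detection = Fluo-8 calcium dye fluorescence, kinetic read | benchmarks = low control EC20 acetylcholine (0%), high control EC100 acetylcholine (100%)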
# CHRM4 PAM: potentiates acetylcholine response at human M4 receptor. P08173. CHO-K1 hM4/Gqi5, Fluo-8 calcium fluorescence, ACh EC20; 0% = ACh EC20, 100% = maximal ACh. activation, % at 3 µM. hit rate 0.4% among 360,000. AID 624126;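 active = activation above its plate's cutoff, the mean activation of sample wells plus 3 SD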; also: some results filed as inactive read as strong as hits
# An asterisk follows results filed as active; · = no result given. Not a hit list; any-hit rate near 2.9%.
SMILES,CRFR2-BP ag,IDE inh,CHRM5 antagonist,CHRM5 agonist,CHRM4 agonist,M4 antag,CRFBP-R2 block,CHRM5 PAM,CHRM4 PAM
O=C1CC(SC2=NCCS2)C(=O)N1c1cccc(Cl)c1Cl (configuration not stated),4.4,0,6,-6,3,7,10,-1,-2
O=C(O)c1cc(O)ccc1O,-2.4,·,2,1,0,4,10,-2,1
O=C1CSC(c2ccccc2F)N1c1cc(Cl)ccc1O (configuration not stated),-1.2,-3,0,-5,0,-6,53*,-3,4
CCN(CC)c1ncnnc1-c1ccccc1,-2.6,-1,1,-2,0,-2,-14,-1,3
CCc1ccccc1NC(=O)CNC(=O)CNC(=O)C1CCCCC1,2.8,-3,8,0,0,-2,-7,7,2
Cc1cc(C)c2c(-n3cccc3)c(NC(=O)OCc3ccccc3)sc2n1,0.5,-2,4,-1,0,10,0,1,0
CCC(OC(=O)CC1Sc2ccccc2NC1=O)C(=O)NCC1CCCO1 (configuration not stated),-1.1,-2,6,1,4,5,12,-2,0
CCCC(=O)N1CCC1(C)C(=O)Nc1ccc(C)cc1 (configuration not stated),·,·,-1,0,0,-7,·,-4,2
COc1ccc(OC)c(C(C)NC(=O)C(C)Cc2ccccc2)c1 (configuration not stated),-2.7,·,-3,1,1,-8,3,0,1
O=C(CCc1nc2ccccc2s1)NCc1ccccc1F,-6.0,3,0,3,1,3,-14,4,5
CCCCOc1ccc(C(=O)NCC(=O)NC2CCCCC2)cc1,-0.1,-1,14,3,0,-1,5,5,11
C[C@@H]1C=C[C@](Cc2ccccc2)(C(=O)NCCc2c[nH]c3ccccc23)N1C(=O)c1ccccc1,7.5,-1,13,3,8,7,-94,3,-5
O=C(NCCCN1CCCC1=O)c1cc(S(=O)(=O)N2CCOCC2)c(Cl)cc1Cl,-0.1,·,4,0,0,5,-5,-5,-2
CN1CN(C)c2cccc3cccc1c23,-1.0,1,-6,-8,0,-5,1,3,1
COc1ccc(CCNC(=S)NC2CCN(Cc3ccccc3)CC2)cc1OC,0.7,0,-2,-6,2,1,-32,-4,-1
COc1ccccc1OCC(=O)NC1CC(C)(C)NC(C)(C)C1,0.0,5,3,1,1,-7,-4,6,-5
COc1ccc(-c2n[nH]c3c2CN(C(=O)c2ccccc2)CC3)cc1,0.0,9,-2,-1,2,4,-7,-3,1
Cc1noc(C)c1CSCC(=O)Nc1cc(C(F)(F)F)ccc1N1CCCCC1,-0.9,2,1,-3,0,0,9,-25,-11
Cc1ccc(OC(=O)COc2ccccc2C)cc1,1.6,-5,3,-3,1,0,5,1,-2
Cc1c(N=C2SCC(=O)N2/N=C/c2ccccc2Cl)c(=O)n(-c2ccccc2)n1C,-1.9,0,13,-9,2,-5,13,-2,4
O=C(Nc1ccccc1)Nc1cccc2cccnc12,-1.1,6,-5,-6,1,-6,3,5,-2
Cc1cnc(NC(=O)Nc2ccccc2)c(C)n1,3.2,-3,1,-4,2,-8,-3,6,13
Cc1ccnn1CCC(=O)N1CCCC(N2CCN(c3cccc(Cl)c3)CC2)C1 (configuration not stated),-1.9,-1,4,-4,3,2,-3,-4,0
Cc1cc(Br)ccc1OCC(=O)NNC(=O)c1ccc(NC(=O)C2CC2)cc1,-2.2,1,3,1,3,4,26,0,6
C/C(=N\NC(=O)CNc1cccc(C(F)(F)F)c1)c1cccs1,1.6,-1,9,-6,1,4,-93,-13,6
CC1CCN(c2ccc(C=O)o2)CC1,0.7,0,3,-1,0,3,4,4,-8
O=C(CN(C1CCCCC1)S(=O)(=O)c1ccccc1)N1CCCC1,0.0,1,3,-2,1,0,-17,-6,2
COc1ccc(CCNS(=O)(=O)c2ccccc2)cc1OC,-0.9,6,-12,-1,2,-6,-3,5,3
Cc1ccc(CNS(=O)(=O)CCNC(=O)c2ccc3c(c2)OCO3)cc1,0.0,-4,13,0,1,-22,-9,-8,10
COc1ccc(S(=O)(=O)N2CC(O)CC2C(=O)OCC(=O)Nc2ccc(Cl)cn2)cc1 (configuration not stated),-2.0,5,3,-4,1,-1,-8,-1,1
COc1ccc(N(CC(=O)N/N=C/c2ccc(OC)c(OC)c2)S(=O)(=O)c2ccccc2)cc1,1.5,0,5,-8,0,-5,-16,-5,-5
C[C@H](NC(=O)c1ccccc1)C(=O)OCC(=O)c1c[nH]c2ccccc12,-0.7,-5,-1,3,5,4,16,11,1
CCC(=O)Nc1ccc(NC(=O)c2cccc(OC)c2)nc1,0.6,6,8,5,2,2,15,-1,-4
COc1cc(/C=C2/SC(=NCc3ccccc3)N(Cc3ccccc3)C2=O)ccc1O,0.3,38*,-8,6,0,-8,1,5,5
COc1ccc(Cl)cc1NC(=O)CN(C)C(=O)c1ccc(COc2ccccc2)cc1,-0.3,1,3,-3,7,-15,-4,-2,5
CC(Sc1nnc(C2CC2)n1C)C(=O)Nc1ccc2c(c1)CCC2 (configuration not stated),-0.5,7,8,1,0,-3,-3,-13,1

# 6 of these compounds, reformatted.
CRFR2-BP ag | IDE inh | CHRM5 antagonist | CHRM5 agonist | CHRM4 agonist | M4 antag | CRFBP-R2 block | CHRM5 PAM | CHRM4 PAM | molecule
0.7 | 0 | 3 | -1 | 0 | 3 | 4 | 4 | -8 | CC1CCN(c2ccc(C=O)o2)CC1
0.0 | 1 | 3 | -2 | 1 | 0 | -17 | -6 | 2 | O=C(CN(C1CCCCC1)S(=O)(=O)c1ccccc1)N1CCCC1
-0.9 | 6 | -12 | -1 | 2 | -6 | -3 | 5 | 3 | COc1ccc(CCNS(=O)(=O)c2ccccc2)cc1OC
0.0 | -4 | 13 | 0 | 1 | -22 | -9 | -8 | 10 | Cc1ccc(CNS(=O)(=O)CCNC(=O)c2ccc3c(c2)OCO3)cc1
-2.0 | 5 | 3 | -4 | 1 | -1 | -8 | -1 | 1 | COc1ccc(S(=O)(=O)N2CC(O)CC2C(=O)OCC(=O)Nc2ccc(Cl)cn2)cc1 (configuration not stated)
1.5 | 0 | 5 | -8 | 0 | -5 | -16 | -5 | -5 | COc1ccc(N(CC(=O)N/N=C/c2ccc(OC)c(OC)c2)S(=O)(=O)c2ccccc2)cc1

# Continuation.
SMILES,CRFR2-BP ag,IDE inh,CHRM5 antagonist,CHRM5 agonist,CHRM4 agonist,M4 antag,CRFBP-R2 block,CHRM5 PAM,CHRM4 PAM
COc1ccc(CCNCc2ccc(OCc3ccccc3)cc2)cc1,3.9,2,16,-5,11,-1,-6,-1,-16
Cc1cc(C)n(CC(C)NC(=O)c2cc(COc3ccc(F)c(F)c3)on2)n1 (configuration not stated),-0.2,·,-6,1,5,-1,1,-1,-6
NC(=O)c1cc([N+](=O)[O-])c(Cl)cc1NCc1cccnc1,5.4,-1,16,-10,1,6,-8,1,4
C[C@@H]1CN([C@H](C)CO)C(=O)c2cc(Br)cnc2O[C@@H]1CN(C)C(=O)c1cccc(F)c1,-0.9,·,1,1,1,-15,-7,0,6
C=CCNC(=O)Nc1ccc(F)c(Cl)c1,2.3,0,-5,3,2,1,18,2,-7
CCOc1ccccc1NC(=O)c1cccc2c1C(=O)N(CCOC)C2,-5.1,4,1,0,5,-3,19,-6,2
CCOC(=O)c1c(C)[nH]c(C(=O)COC(=O)[C@H](C)N2C(=O)C3CCCCC3C2=O)c1C (some centres not stated),-1.9,·,23,5,18,5,-12,-14,-10
CCOC(=O)c1cc(CC)sc1NC(=O)c1ccc(N2CCOCC2)c([N+](=O)[O-])c1,-0.9,-7,11,-2,0,-1,-64,-5,3
O=[N+]([O-])c1ccc(OCC(O)CNC2CCCC2)cc1 (configuration not stated),-1.2,6,1,-4,1,-1,-12,2,-9
O=C(NCC(c1ccco1)N1CCCC1)c1cccc(NS(=O)(=O)c2ccccc2)c1 (configuration not stated),0.8,7,7,-8,1,74*,-4,-7,-18
COc1cc(C(=O)OCc2csc(CC(=O)Nc3ccccc3C)n2)ccc1OCC(C)C,0.8,·,14,-1,6,-15,1,-11,0
CCCCNC(=O)CCc1nc2cccnc2n1Cc1ccccc1,-4.4,0,9,0,1,-2,8,-3,-3
COc1ccc(C(NC(=O)C2CCN(CCOc3ccc(Cl)cc3Cl)CC2)c2ccccn2)cc1 (configuration not stated),·,·,-4,-1,9,0,·,1,7
O=C(COc1ccccc1[N+](=O)[O-])NCc1cccnc1,-4.5,0,1,-2,0,1,11,1,0
COC(=O)C1=NN(c2ccccc2OC)C2C(=O)N(c3ccccc3OC)C(=O)C12 (configuration not stated),2.6,5,-2,1,-1,-10,5,0,1
COc1cc2c(cc1O)C(CSC)Cc1cc3c(cc1N(C)CC2)OCO3 (configuration not stated),0.2,·,-1,-1,0,-13,4,-1,-1
CCC(=NN=C(CC)c1ccccc1O)c1ccccc1O,1.5,·,11,0,0,-7,11,-9,4
CCC1CCCCN1C(=O)CCNC(=O)Cn1cnc2ccccc2c1=O (configuration not stated),-2.1,2,7,1,1,0,8,1,-8
Clc1ccc(Oc2nc(N3CCOCC3)nc(N3CCOCC3)n2)cc1,1.6,0,7,0,0,3,-10,-3,5
CC(C)Oc1ccc(C2CC(=O)N(c3cccc(Br)c3)C2=O)cc1 (configuration not stated),1.1,1,6,-1,2,-2,1,-2,-3
CCCCCn1c(CNC(=O)CC)nc2ccccc21,-0.5,0,-2,43*,1,3,6,-10,1
COc1ccc(C(=O)NCc2nnc(SCC(=O)N3CCCCC3)o2)cc1,0.7,1,-5,-1,1,2,2,0,4
O=C(N/N=C/c1cccc2ccccc12)c1ccc(CN2CCOCC2)cc1,-1.6,0,2,0,3,-17,-12,-5,4
O=C(O)c1ccc(Cl)c(S(=O)(=O)Nc2ccc(S(=O)(=O)Nc3cccc(Cl)c3)cc2)c1,2.5,4,-16,-1,0,-12,-8,9,0
Fc1ccc(-c2nc3c(Cl)cc(C(F)(F)F)cn3c2Cc2cccc(Cl)c2)cc1,·,·,-7,1,1,-15,·,2,13
COc1ccc(S(=O)(=O)Nc2ccc3c(c2)C(=O)N([C@H](C)CO)C[C@H](C)[C@@H](CN(C)C(=O)Nc2c(C)noc2C)O3)cc1,-2.7,-4,17,1,0,12,1,-6,0
COc1cc(C)c(S(=O)(=O)N2CCN=C2c2ccccc2)cc1C,-3.0,2,-7,-5,1,-10,25,8,17
CCCn1c(=O)c(C(=O)NNC(=O)c2ccccc2[N+](=O)[O-])c(O)c2ccccc21,·,2,-3,-4,1,3,·,4,-1
O=c1c2ccccc2[nH]c(=S)n1CCCN1CCOCC1,0.8,4,1,-1,1,3,-4,-3,0
CN1C(=O)/C(=C/c2ccccc2Cl)Sc2ccc(C(=O)NCc3cccnc3)cc21,2.3,8,5,3,13,4,12,-4,-22
Cc1ccc(-c2nnn(CC(=O)N(CC3CCCO3)C(C(=O)NC3CCCCC3)c3ccc(F)cc3)n2)o1 (configuration not stated),-2.5,4,-2,-1,0,-6,-2,-2,2
COc1cccc(N(CC(=O)N/N=C(\C)c2cccs2)S(C)(=O)=O)c1,5.2,5,-5,-1,1,-5,0,-4,2

# Screening results (PubChem)
